Source: PubChem BioAssay
BaF3 parental: parental Ba/F3 viability inhibition as JAK2V617F counter-screen | CellTiter-Glo ATP luminescence | inhibition, % at 5.6 µM | 220,000 tested, 1.1% active;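 active = inhibition above a per-campaign cutoff, the mean inhibition of all tested compounds plus 3 SD, cut at about 27% in these data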;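 also: 0% = DMSO wells and 100% = JAK Inhibitor I control wells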
EP2 modulator: modulators of human EP2 prostaglandin E2 receptor; EP2-expressing cells, cAMP HTRF FRET, PGE2 co-stimulation; 260,000 tested, 0.83% active; induction, % at 25 µM; AID 940;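 active = compounds whose cAMP rise, as percent of the full-agonist control response, exceeds 60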;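 also: rat C6 glioma line stably carrying human EP2 under a CMV promoter; the protocol text gives 20 µM as final concentration; 100% = response of wells given 1 µM PGE2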
TRPN1 ag: zebrafish TRPN1 (NompC) channel agonism; activation, % at 3 µM; HEK293 zebrafish TRPN1-YFP, Fluo-8 calcium fluorescence; 100% = response to 87 µM carbachol; 220,000 tested, 0.18% active;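 active = activation above its plate's cutoff, the mean activation of test wells on that plate plus 3 SD, cut at about 19% in these data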;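 also: 0% = DMSO alone and 100% = 87 µM carbachol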
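Material: zebrafish TRPN1-YFP in HEK293 cells. Doses: one dose of 3 µM, 0.3% DMSO. Incubation: dye 1 h 37 °C plus 30 min RT. Measured by: intracellular calcium fluorescence with Fluo-8.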
m-calpain inh: calpain II (pig) inhibition | purified calpain II, fluorogenic peptide substrate, 30 min | inhibition, % at 16 µM | 220,000 tested, 0.37% active | AID 1236;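 active = inhibition above about 50%, limit read from the data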
S1P4 antag: human S1P4 receptor antagonism; 220,000 tested, 0.26% active; AID 1510; O95977; inhibition, % at 4.98 µM; S1P4-expressing cells, antagonist mode, reporter read-out; in the data active = inhibition above about 29%;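 also: 0% = wells stimulated with agonist and 100% = vehicle wells without agonist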
PERK inhibitor: human PERK inhibition, primary cell-based screen; 220,000 tested, 0.17% active; inhibition, % at 5.6 µM; CHO PERK-DD fusion, SEAP luminescence translation reporter;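 active = inhibition above the mean inhibition of all tested compounds plus 3 SD, set separately per screening campaign, cut at about 2.9% in these data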;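 also: PERK kinase domain activated by AP20187 dimerizer at 100 nM; 0% = DMSO with dimerizer and 100% = rapamycin at 8.4 µM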
Target sequence (Q9NZJ5 whole entry, looked up, the tested form may be a part): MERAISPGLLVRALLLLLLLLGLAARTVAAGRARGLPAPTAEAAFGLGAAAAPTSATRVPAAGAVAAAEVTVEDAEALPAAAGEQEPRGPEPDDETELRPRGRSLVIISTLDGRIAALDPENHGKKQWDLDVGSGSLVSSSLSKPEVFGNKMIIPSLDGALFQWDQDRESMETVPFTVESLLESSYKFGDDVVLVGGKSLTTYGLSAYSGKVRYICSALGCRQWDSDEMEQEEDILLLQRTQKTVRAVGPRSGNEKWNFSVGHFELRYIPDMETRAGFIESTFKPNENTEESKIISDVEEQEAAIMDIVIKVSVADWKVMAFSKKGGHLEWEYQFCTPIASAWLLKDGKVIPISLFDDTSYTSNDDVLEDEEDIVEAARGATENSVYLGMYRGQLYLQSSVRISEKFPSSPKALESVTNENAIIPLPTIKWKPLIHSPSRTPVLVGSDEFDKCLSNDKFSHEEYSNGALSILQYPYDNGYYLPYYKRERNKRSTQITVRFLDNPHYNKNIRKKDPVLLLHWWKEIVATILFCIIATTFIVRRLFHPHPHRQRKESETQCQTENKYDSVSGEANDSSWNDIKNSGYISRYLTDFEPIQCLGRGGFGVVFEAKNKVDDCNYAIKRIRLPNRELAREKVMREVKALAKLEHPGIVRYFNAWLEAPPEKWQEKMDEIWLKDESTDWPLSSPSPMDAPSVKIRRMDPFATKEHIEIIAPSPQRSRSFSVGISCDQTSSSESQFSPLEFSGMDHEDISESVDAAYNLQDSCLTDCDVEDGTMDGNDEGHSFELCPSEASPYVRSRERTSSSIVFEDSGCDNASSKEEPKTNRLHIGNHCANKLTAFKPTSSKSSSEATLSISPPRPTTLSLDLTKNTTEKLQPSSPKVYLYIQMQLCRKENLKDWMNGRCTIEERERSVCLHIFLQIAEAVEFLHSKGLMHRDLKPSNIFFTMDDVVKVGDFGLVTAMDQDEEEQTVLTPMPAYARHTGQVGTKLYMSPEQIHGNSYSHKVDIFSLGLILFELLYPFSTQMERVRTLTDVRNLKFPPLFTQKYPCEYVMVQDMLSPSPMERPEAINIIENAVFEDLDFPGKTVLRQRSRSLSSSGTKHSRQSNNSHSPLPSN
Ba/F3 V617F tox: reduce viability of Ba/F3 cells dependent on JAK2V617F. Ba/F3 EpoR-JAK2V617F viability, ATP luminescence. inhibition, % at 5.6 µM. AID 1446. 220,000 tested, 1.1% active;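 active = inhibition above the campaign mean plus 3 SD over all tested compounds, cut at about 24% in these data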;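 also: cytokine-independent growth of Ba/F3 cells driven by EpoR plus mutant JAK2; 0% = DMSO-treated cells and 100% = JAK inhibitor I control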
S1P4 ag: activates the human S1P4 receptor | S1P4-expressing cell line, agonist reporter assay | activation, % at 4.98 µM | 220,000 tested, 0.35% active; in the data active = activation above about 11%;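 also: 0% = DMSO vehicle and 100% = reference agonist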
TRPML3 ag: agonists of human TRPML3 channel | activation, % at 3 µM | HEK293 TRPML3-YFP, Fluo-8 calcium fluorescence; 100% = the carbachol control signal | 220,000 tested, 0.29% active;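 active = activation above its plate's cutoff, the mean activation of the plate's test wells plus 3 SD, cut at about 12% in these data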;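 also: 0% = DMSO only wells and 100% = carbachol wells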
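Test system: TRPML3-YFP stable HEK293 cells. Doses: single point at 3 µM. Incubation: dye loading 1 h 37 °C then 30 min ambient, 125 s read. Signal: Fluo-8 calcium dye fluorescence, ex 470-495, em 515-575 nm. Measure: percent activation from peak-to-basal fluorescence ratio, scaled between DMSO and carbachol.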
An asterisk follows results filed as active; i = inactive; x = no result given; & = joins results of further samples.

1: C/C(=N\NC(=S)NC(C)C)c1cccc([N+](=O)[O-])c1
2: O=[N+]([O-])c1ccc(NC(=S)NCCc2ccccc2)cc1
3: CCOC(=O)n1c(=O)n(Cc2cccc(F)c2)c2ccccc21
4: Clc1ccc(-c2nc3ccccc3nc2-c2ccccc2)cc1
5: CCCOc1cccc(CN2CCCCC2c2cccnc2)c1 (configuration not stated)
6: O=C(CSCc1c(Cl)cccc1Cl)NCc1cccnc1
7: Cc1nc2nc(SCC(=O)c3cccc([N+](=O)[O-])c3)[nH]c2cc1Br
8: CC1(C)CC2CC(C)(CN2C(=O)CN2C(=O)c3ccccc3C2=O)C1 (configuration not stated)

compound no.	1	2	3	4	5	6	7	8
BaF3 parental	9	2	2	5	2	1	4	6
EP2 modulator	-7	-76	42	37	39	7	-19	-1
TRPN1 ag	0.5	19*	-2.3	0.4	-1.0	0.2	0.7	1.0
m-calpain inh	28	11	8	-19	4	-20	-26	-8
S1P4 antag	-1	-17	-2	-19	-6	-15	-10	-4
PERK inhibitor	0.0	0.1	0.6	1.4	-1.0	-0.4	1.2	0.3
Ba/F3 V617F tox	4	-1	0	-4	-4	-3	-2	0
S1P4 ag	-0.2	-1.6	0.3	0.1	-1.2	1.5	1.5	-1.5
TRPML3 ag	-0.2	12*	-0.7	0.0	-1.5	-0.1	0.1	0.7

9: Cc1cc(C)n(-c2nc3ccccc3c(=O)n2OCC(N)=O)n1
10: COc1ccc2c(CC(=O)O)cc(=O)oc2c1
11: O=C(CN1CCN(c2ccc(O)cc2)CC1)Nc1cc(S(=O)(=O)N2CCOCC2)ccc1Cl
12: NC(=O)C[C@@H]1NC(=O)c2cc([N+](=O)[O-])cc(F)c2NCCCC[C@@H](C(N)=O)NC(=O)[C@H](CO)NC1=O
13: CS(=O)(=O)N(CC(=O)NCCSCc1ccccc1)c1ccccc1
14: COc1ccc(C(=O)n2nc(-c3ccco3)nc2N)cc1OC
15: CCOC(=O)C1CCc2sc(N)c(C#N)c21 (configuration not stated)
16: Cn1ncc(Cl)c1C(=O)Nc1sc2c(c1C(N)=O)CCC2

compound no.	9	10	11	12	13	14	15	16
BaF3 parental	0	-1	13	10	0	5	4	6
EP2 modulator	12	20	-19	3	-2	0	18	-25
TRPN1 ag	0.0	1.2	1.0	1.0	-0.6	0.7	0.4	0.3
m-calpain inh	-18	-93	-51	18	-27	-24	2	-173
S1P4 antag	6	8	-12	-13	-17	-10	-8	-3
PERK inhibitor	0.6	1.3	-0.2	-0.5	0.6	0.7	0.6	0.2
Ba/F3 V617F tox	2	-4	-4	3	-4	-1	3	0
S1P4 ag	-0.9	0.2	1.2	0.5	-0.3	-0.3	0.3	-4.3
TRPML3 ag	-0.7	0.7	0.9	0.0	-0.4	0.8	0.5	0.1

17: CCCn1c(=N)c(C(=O)NCC2CCCO2)cc2c(=O)n3cccc(C)c3nc21 (configuration not stated)
18: COc1cc(C(=O)NC2=C(C#N)CCC2)cc(OC)c1OC
19: CC(C)CCn1cnc2c(c1=O)c1nc3ccccc3nc1n2Cc1ccc2c(c1)OCO2
20: COc1cccc([C@H](O)Cn2cc(-c3ccc(CON=C(C)C)cc3)nn2)c1
21: Cc1ccc(C(=O)Nc2ccc3c(c2)CCC3)cc1S(=O)(=O)N1CCOCC1
22: CSc1nsc(SC)c1CO
23: COc1ccc(/C=N/S(=O)(=O)c2ccc(C)cc2)cc1
24: CN(c1ccccc1)S(=O)(=O)c1ccc(NC(=O)c2ccccc2)cc1

compound no.	17	18	19	20	21	22	23	24
BaF3 parental	2	1	1	10	4	-2	9	1
EP2 modulator	23	9	6	11	-58	-9	-5	-71
TRPN1 ag	1.1	1.4	2.7	2.6	4.7	0.1	1.4	1.1
m-calpain inh	i	-2	-78	23	1	-28	-25	20
S1P4 antag	-11	-15	-1	-3	-17	-8	1	-5
PERK inhibitor	-0.6	0.2	1.5	-0.3	-0.4	0.6	0.6	-0.1
Ba/F3 V617F tox	0	1	-5	5	4	-1	1	-5
S1P4 ag	3.0	1.0	0.8	-0.1	0.6	-0.6	-0.1	2.0
TRPML3 ag	-0.1	0.9	0.4	0.1	1.4	0.9	0.8	1.5

25: Cc1cccc(NS(=O)(=O)c2ccccc2)n1
26: Nc1cc(=O)[nH]c(SCC(=O)Nc2cc(Cl)ccc2Cl)n1
27: Cc1cc(C)c(/C=N/NC(=O)c2nnn(-c3nonc3N)c2COc2ccc(F)cc2)c(C)c1
28: Cc1cc(C)cc(NC(=O)CSc2nncn2-c2ccccn2)c1
29: CCN1C(=O)/C(=C2\SC(N3CCCCC3)=NC2=O)c2ccccc21
30: CCOC(=O)C1(CC2CCCCO2)CCN(Cc2nc(-c3cccs3)oc2C)CC1 (configuration not stated)
31: CCC(C)N1CC(C(=O)NC2CCCCC2)CC1=O (configuration not stated)
32: c1cnc2ccc(C(c3nnnn3C3CCCC3)N3CCN4CCCC4C3)cc2c1 (configuration not stated)

compound no.	25	26	27	28	29	30	31	32
BaF3 parental	5	2	-3	0	0	13	0	-1
EP2 modulator	22	29	2	-2&-44	-3	-16	x	-17
TRPN1 ag	1.8	-0.7	2.6	-1.4	-0.9	-2.0	1.1	1.5
m-calpain inh	-72	8	-27	-13	8	-6	x	-8
S1P4 antag	-20	3	-5	4	-10	-6	-10	6
PERK inhibitor	1.2	0.5	-0.4	0.3	-1.4	1.0	1.1	-0.3
Ba/F3 V617F tox	-1	-6	0	-3	-5	4	1	-2
S1P4 ag	-0.1	-1.2	0.3	0.5	0.2	3.8	2.2	-2.3
TRPML3 ag	0.8	0.2	0.8	-0.7	-0.1	0.1	0.7	1.3

33: CCCOc1ccccc1-n1sc2c(c1=S)-c1cc(OC)cc3c1N(C(=O)C3=O)C2(C)C
34: Cc1ccccc1NC(=O)CCn1c(=O)oc2ccccc21
35: CCOC(=O)N1CCN(C(=O)C2CCC(=O)N2C(C)C)CC1 (configuration not stated)
36: CC(=O)c1ccn(S(=O)(=O)c2ccccc2)c1
37: COc1ccc(C(C)=O)cc1COC(=O)c1c(C)noc1C
38: Clc1ccc(-n2nnnc2-c2ccccc2)cc1Cl
39: O=C(NCCCN1CCOCC1)c1cc2c(s1)CCCC2
40: CN(C)S(=O)(=O)c1cccc(C(=O)OCC(=O)NCc2ccc3c(c2)OCO3)c1

compound no.	33	34	35	36	37	38	39	40
BaF3 parental	9	4	3	9	2	4	2	2
EP2 modulator	-2	26	35	1	19	24	6	-6
TRPN1 ag	-1.2	3.0	-0.1	1.2	-0.9	-0.2	2.2	1.1
m-calpain inh	-215	-18	-4	19	22	-9	-14	21
S1P4 antag	10	-5	-7	-6	-9	-13	0	-30
PERK inhibitor	0.0	-0.1	0.3	0.4	-1.4	0.1	-0.2	-0.6
Ba/F3 V617F tox	0	2	-4	1	0	3	-2	5
S1P4 ag	0.6	1.4	-0.5	-0.2	-2.5	0.1	0.9	1.8
TRPML3 ag	0.6	0.7	0.8	0.5	-0.5	0.2	1.0	1.0

Looked up above.
COc1ccc(C(C)=O)cc1COC(=O)c1c(C)noc1C in S1P4 antag is listed with -9
CN(C)S(=O)(=O)c1cccc(C(=O)OCC(=O)NCc2ccc3c(c2)OCO3)c1 in BaF3 parental is listed with 2
Clc1ccc(-n2nnnc2-c2ccccc2)cc1Cl in m-calpain inh is listed with -9

(listing goes on)
41: Cc1cc(C)c(S(=O)(=O)c2ccccc2)c(OC(=O)c2c(Cl)cccc2Cl)n1
42: Cc1cc(C)c(C#N)c(Oc2ccc(F)cc2)n1
43: COC(=O)c1ccc(Sc2ccccn2)c([N+](=O)[O-])c1
44: CC1CCc2c(sc3nc(CN4CCOCC4)nc(NS(=O)(=O)c4cccc([N+](=O)[O-])c4)c23)C1 (configuration not stated)
45: COCCn1c(SCC(=O)NCc2ccco2)nnc1C(C)C
46: Cc1cc2ncn(CCCCOc3ccccc3)c2cc1C
47: Cc1onc(C(=O)N2CCOCC2)c1[N+](=O)[O-]
48: CCc1nc(C)cn1S(=O)(=O)c1cc(C)c(OC)cc1C

compound no.	41	42	43	44	45	46	47	48
BaF3 parental	4	3	6	5	4	6	5	6
EP2 modulator	-23	4	-8	-34	11	-14	-2	3
TRPN1 ag	-2.2	-1.5	0.7	1.5	0.7	-1.5	1.3	1.7
m-calpain inh	-5	4	-8	-85	2	14	18	-13
S1P4 antag	-8	-5	-5	-14	-12	-15	4	6
PERK inhibitor	0.6	-0.2	0.4	-0.8	-1.3	-1.5	1.8	1.4
Ba/F3 V617F tox	0	3	1	-2	3	0	4	-1
S1P4 ag	-2.1	0.6	5.9	1.0	0.1	1.0	19*	1.0
TRPML3 ag	-0.1	-0.6	0.3	0.7	0.5	-0.5	-0.8	1.6

49: CS(=O)(=O)Oc1ccc(/C=N/NC(=O)c2ccncc2)cc1
50: Cc1[nH]c2ccccc2c1SCC(=O)N1CCCCCC1
51: CC(=O)c1ccc(N/N=C(/C(N)=O)C2=NC(C)(C)Cc3ccccc32)cc1
52: O=C(COc1ccccc1)n1nc(-c2ccc(Cl)cc2)nc1NCc1ccco1
53: O=C(NCCNC(=O)c1cc(OCC(F)(F)F)ccc1OCC(F)(F)F)Nc1ccccc1
54: CN(C)C=NC(=O)/C(C#N)=C1\CCc2ccccc2N1
55: CCOC(=O)c1ccc2c(c1)nc(SCC(=O)N1CCOCC1)n2CC
56: CC(=O)C1=C(O)C(=O)N(c2ccc(S(N)(=O)=O)cc2)C1c1cccc([N+](=O)[O-])c1 (configuration not stated)

compound no.	49	50	51	52	53	54	55	56
BaF3 parental	2	1	0	9	0	2	3	1
EP2 modulator	14	-21	-14	7	-7	0	-17	0
TRPN1 ag	-0.4	-0.1	-1.2	-1.8	0.3	0.0	-0.5	-1.1
m-calpain inh	-12	27	19	-42	-10	22	32	23
S1P4 antag	-11	-4	3	-23	-9	-16	-4	-15
PERK inhibitor	0.7	0.1	-0.8	0.4	0.0	0.5	-0.1	0.1
Ba/F3 V617F tox	-2	3	-1	2	-3	-4	-4	0
S1P4 ag	0.0	1.8	-0.5	1.1	-0.2	1.8	-1.7	0.5
TRPML3 ag	0.9	0.0	-1.0	-1.2	-0.7	0.2	0.8	0.9

57: Cc1cc(C(=O)NCC(=O)OCC(=O)N(C)C2CCCCC2)ccc1[N+](=O)[O-]
58: Cn1nc(C(F)(F)F)c2cc(C(=O)O)sc21
59: Cc1onc(-c2ccccc2)c1-c1n[nH]c(=S)n1-c1ccc(C(=O)O)cc1
60: CC1=NN(c2ccccc2)C(=O)C1C=Nc1ccccc1O (configuration not stated)
61: CCN(CC)c1ccc([N+](=O)[O-])cc1/C=N/NC(=O)CC#N
62: Cc1ccc(S(=O)(=O)NC(C)(C)CSc2nncn2N)cc1

compound no.	57	58	59	60	61	62
BaF3 parental	6	-1	2	1	7	6
EP2 modulator	0	34	17	-27	36	26
TRPN1 ag	3.5	1.8	0.5	-2.0	0.3	-0.5
m-calpain inh	-1	9	-4	-8	-9	-10
S1P4 antag	-10	-6	-5	8	8	-10
PERK inhibitor	0.5	0.9	1.0	0.4	0.8	-0.9
Ba/F3 V617F tox	0	-4	-3	-4	-1	2
S1P4 ag	-0.1	-0.2	1.1	-0.5	0.2	-0.3
TRPML3 ag	1.4	0.7	0.3	-0.8	0.9	0.1
